Screening data from PubChem.
CRFBP-R2 block – antagonists of CRF-BP/CRF-R2 complex, primary screen, cell-based, HEK293, calcium dye fluorescence, uHTS; CRF-induced calcium fluorescence; inhibition, % at 11.8 µM; hit rate 0.59% among 350,000;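 active = inhibition of the ligand-induced calcium signal above about 50% at the single tested concentration, limit read from the data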
CHRM4 antagonist – human M4 muscarinic receptor antagonists, primary screen, CHO cells, Fluo-8 calcium fluorescence | AID 624125, 2012 | Muscarinic acetylcholine receptor M4 (Homo sapiens), P08173 | CHO-hM4 cells, ACh EC80 | hit rate 0.73% among 360,000 | inhibition, % at 3 µM;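 active = inhibition above its plate's cutoff, the mean inhibition of sample wells plus 3 SD, cut at about 27% in these data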;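 also: 0% = acetylcholine EC80 with DMSO and 100% = DMSO without agonist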
Target sequence (P08173 whole entry, looked up): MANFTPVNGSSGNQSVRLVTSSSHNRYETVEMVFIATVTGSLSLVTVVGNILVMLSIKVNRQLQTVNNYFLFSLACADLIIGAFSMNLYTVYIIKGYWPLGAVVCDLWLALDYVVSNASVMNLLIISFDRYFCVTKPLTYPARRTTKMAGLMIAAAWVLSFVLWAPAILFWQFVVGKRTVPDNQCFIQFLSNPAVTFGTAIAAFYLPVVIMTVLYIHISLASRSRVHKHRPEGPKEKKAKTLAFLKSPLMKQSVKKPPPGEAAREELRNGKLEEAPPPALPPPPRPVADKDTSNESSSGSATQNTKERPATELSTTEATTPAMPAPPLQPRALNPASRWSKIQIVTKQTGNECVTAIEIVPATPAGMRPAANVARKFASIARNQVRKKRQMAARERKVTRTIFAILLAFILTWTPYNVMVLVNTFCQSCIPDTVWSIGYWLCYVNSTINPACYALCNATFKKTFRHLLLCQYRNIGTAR
CRFBP-R2 agonist – agonists of CRF-BP/CRF-R2 complex, primary screen, cell-based, HEK293, calcium dye fluorescence, uHTS | CRF-binding protein / CRF receptor 2 complex (human) | calcium dye fluorescence (FLIPR); percent of saturating CRF peptide response | hit rate 0.46% among 350,000 | AID 588473, 2011 | activation, % at 13.2 µM;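 active = activation of at least 50%, plus an integration ratio under a set limit after plate pattern correction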;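 also: plate controls were neutral control wells without compound for no effect and CRF at EC100 for full effect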
M4 ag – human M4 muscarinic receptor agonists, primary screen, CHO-K1 cells, Fluo-8 calcium fluorescence | CHO-K1 hM4/Gqi5; vehicle 0%, full acetylcholine response 100% | Muscarinic acetylcholine receptor M4 (Homo sapiens), P08173 | AID 624127, 2012 | hit rate 0.14% among 360,000 | activation, % at 3 µM;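 active = activation above the run mean over all test wells plus 3 SD, cut at about 32% in these data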;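 also: peak over basal fluorescence ratio per well then scaled between controls; 0% = DMSO wells and 100% = acetylcholine at EC100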
IDE inh – human IDE inhibitors in live cells, primary screen, fluorescence polarization, HEK cells, FAbetaB substrate. Insulin-degrading enzyme (Homo sapiens), P14735. FAbetaB cleavage. inhibition, % at 5.59 µM. hit rate 0.41% among 320,000. AID 434962, 2010;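 active = percent inhibition above the average of all tested compounds plus 3 SD, set per screening campaign, cut at about 16% in these data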;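 also: IDE supplied by intact live HEK cells; FP after avidin binding of uncleaved biotin substrate so inhibition keeps polarization high; 0% = DMSO wells and 100% = 60 µM reference IDE inhibitor Ii1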
CHRM5 PAM – human M5 muscarinic receptor positive allosteric modulators, primary screen, CHO-K1 cells, Fluo-8 calcium fluorescence; Muscarinic acetylcholine receptor M5 (Homo sapiens), P08912; CHO-K1 hM5, ACh EC20 PAM; 0% = ACh EC20, 100% = ACh EC100; activation, % at 3 µM; hit rate 0.3% among 360,000; AID 624038, 2012;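 active = activation above the run cutoff, the mean activation of all test compounds plus 3 SD, cut at about 18% in these data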
Target sequence (P08912 whole entry, looked up): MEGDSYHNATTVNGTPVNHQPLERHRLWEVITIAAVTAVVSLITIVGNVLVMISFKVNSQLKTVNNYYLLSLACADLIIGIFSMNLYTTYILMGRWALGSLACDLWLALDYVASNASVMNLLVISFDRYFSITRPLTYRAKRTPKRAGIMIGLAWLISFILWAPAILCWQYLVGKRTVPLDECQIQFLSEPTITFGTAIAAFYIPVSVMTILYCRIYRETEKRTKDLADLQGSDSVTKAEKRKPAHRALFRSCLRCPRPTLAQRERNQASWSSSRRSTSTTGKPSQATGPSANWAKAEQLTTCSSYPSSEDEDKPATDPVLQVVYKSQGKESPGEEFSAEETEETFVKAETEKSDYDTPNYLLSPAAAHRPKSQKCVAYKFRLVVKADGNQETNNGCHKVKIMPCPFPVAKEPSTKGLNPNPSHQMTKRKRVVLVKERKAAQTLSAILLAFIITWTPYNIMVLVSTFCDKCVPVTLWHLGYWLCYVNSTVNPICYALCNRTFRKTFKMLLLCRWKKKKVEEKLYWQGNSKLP
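Assay system: CHO-K1 hM5 cells / Incubation: Fluo-8 loading 80 min at 37 °C plus 30 min room temperature / Technique: Fluo-8 calcium dye fluorescence, kinetic read / Repeats: single replicate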
M4 PAM – human M4 muscarinic receptor positive allosteric modulators, primary screen, CHO-K1 cells, Fluo-8 calcium fluorescence; CHO-K1 hM4/Gqi5, ACh EC20; 0% = ACh EC20, 100% = maximal ACh; activation, % at 3 µM; hit rate 0.4% among 360,000;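 active = activation above its plate's cutoff, the mean activation of sample wells plus 3 SD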; also: some results filed as inactive read as strong as hits
CHRM5 agonist – human M5 muscarinic receptor agonists, primary screen, CHO-K1 cells, Fluo-8 calcium fluorescence; CHO-K1 hM5 cells; 0% DMSO wells, 100% maximal acetylcholine response; Muscarinic acetylcholine receptor M5 (Homo sapiens), P08912; activation, % at 3 µM; hit rate 0.19% among 360,000;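 active = activation above the run's mean over test compounds plus 3 SD, cut at about 23% in these data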;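 also: signal is peak over basal fluorescence ratio across the kinetic read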
M5 antag – human M5 muscarinic receptor antagonists, primary screen, CHO cells, Fluo-8 calcium fluorescence; AID 624040, 2012; CHO-hM5 cells, ACh EC80; inhibition, % at 3 µM; hit rate 0.59% among 360,000;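 active = inhibition above a per-plate cutoff, the mean of that plate's test compounds plus 3 SD, cut at about 27% in these data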;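 also: 0% = acetylcholine EC80 with DMSO and 100% = DMSO without agonist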
The depositor's hits bear a star; . = not tested or not shown.

Order of values – CRFBP-R2 block, M4 PAM, CHRM5 agonist, IDE inh, M5 antag, CHRM4 antagonist, CRFBP-R2 agonist, M4 ag, CHRM5 PAM
> CCOC(=S)NC(=O)c1sc2ccccc2c1Cl
  -18, 5, 1, 6, 3, -2, 2.5, -1, 0
> CCOc1ccc(NC(=O)CSc2nnc(-c3ccccn3)n2C)cc1
  -4, 6, -2, 11, -4, -5, 0.4, 0, -1
> COc1ccc(CC(=O)Nc2cc(C)on2)cc1
  -4, 0, 0, -2, 0, -6, -0.2, 0, -11
> O=C(CN1CCCCCC1)Nc1ccc(F)c(F)c1
  -6, 8, 1, -7, -2, -2, 15, 1, -1
> CCN(C(=O)CSc1cc(C)c2cccc(C)c2n1)C1CCS(=O)(=O)C1 (stereo unspecified)
  -11, 1, -5, 1, 8, 6, -1.0, 1, -4
> CC(C)(C)OC(=O)C[C@@H]1C/C=C\C[C@H](CC(=O)N(CCO)Cc2ccccc2)C(=O)N[C@@H](c2ccccc2)COC1=O
  -8, 1, -1, 0, 11, -14, -1.4, 6, -4
> COCCN(C(=O)CSc1nn(-c2ccc(F)cc2)c(=S)s1)c1c(N)n(CC(C)C)c(=O)[nH]c1=O
  -17, 9, -1, 6, 5, -2, 0.7, 0, -5
> CC(C)c1ccc(C(=O)NN2C(=O)C3CCCCC3C2=O)cc1 (stereo unspecified)
  -33, 16, 0, 0, 10, -13, -0.2, 2, -6
> CCN=C(NCC)SC1CC(=O)N(c2ccccc2)C1=O (stereo unspecified)
  12, -17, 7, 3, 9, 23, 0.9, 21, -13
> O=c1cc2c(n[nH]1)CCCC2
  20, 13, -3, 5, -2, -5, -1.0, 1, 6
> O=S1(=O)CC(N2CC=CC2)CN1Cc1ccc(F)cc1 (stereo unspecified)
  ., -3, -1, ., 2, -2, ., 0, 0
> OCC1CCCN(Cc2ccc(-c3ccccc3)cc2)C1 (stereo unspecified)
  -10, -15, -7, 1, 7, 9, 0.7, 1, -1
> CC(C)Sc1nnc(CNC(=O)C23CC4CC(CC(C4)C2)C3)n1Cc1ccccc1
  -27, 14, 1, -2, 11, -4, -1.5, 2, -4
> S=c1cnc2ccccc2[nH]1
  8, 5, -2, 2, -3, -7, 0.6, 0, -1
> CCOc1ccc(S(=O)(=O)NCCC(=O)OCC(=O)Nc2cc(C)on2)cc1
  4, -13, 3, 3, 3, 2, -6.4, 1, 0
> Cc1cc(C(=O)COC(=O)CCC(=O)c2ccc3c(c2)OCCO3)c(C)n1Cc1ccco1
  1, 7, -6, 3, 5, -3, -0.1, 3, 3
> O=C(Nc1ccc(Oc2ccccc2)cc1)C1CC1
  -20, -4, -5, 2, 9, 0, -1.9, 1, 3
> COc1ccc(-c2sc3cc4c(cc3c2-c2ccc3c(c2)OCCO3)OCO4)cc1
  -3, -2, 1, -3, -11, 4, -0.8, 1, 10
> Oc1cc(O)c(CN2CCOCC2)cc1CN1CCOCC1
  12, -2, 4, ., 12, -5, -2.1, 0, -3
> O=C(COC(=O)c1ccc[nH]c1=O)NCCC1=CCCCC1
  -42, 9, 4, 3, -6, -5, 19, 2, 10
> CC(C)C(NC(=O)c1ccccc1F)C(=O)NCC(c1ccco1)N1CCCCC1 (stereo unspecified)
  -10, -2, -9, 1, 5, -9, -2.0, 0, -3
> NC(=O)c1cccc(CC(=O)c2ccccc2)c1
  18, 10, -1, -4, 9, 5, -2.2, 1, -3
> CCc1nc(N2CCCCC2)c2oc3ccccc3c2n1
  -8, 5, -6, 2, -5, -7, 0.1, -4, 0
> CC(C)Oc1ccc(C(=O)OCC(=O)NC(=O)NC2CCCC2)cc1
  -11, 20, -8, 1, -11, -10, -0.1, 0, 10
> Cc1ccc2nc(SCC(=O)Nc3ccc(F)c([N+](=O)[O-])c3)[nH]c2c1
  16, -6, -2, 0, 16, -7, -1.2, 8, -11
> CS(=O)(=O)Nc1ccc(C(=O)Nc2ccc(S(=O)(=O)N3CCCC3)cc2)cc1
  -8, -1, -2, 3, 0, 1, -1.5, 0, -5
> CN(CCC#N)C(=S)NC(=O)c1ccc(S(=O)(=O)N2CCOCC2)cc1
  1, 3, 1, 3, 6, -3, -1.9, 0, 8
> COc1ccc(/C(C)=N/NC(=O)CNC(=O)c2cccnc2)cc1OC
  -21, 1, -3, -1, 8, 4, 3.8, -1, 4
> CC(=O)C1=C(C)NC(=O)NC1c1cccc([N+](=O)[O-])c1O (stereo unspecified)
  -3, -2, 4, 0, 5, 3, -0.5, 1, 0
> C=CCN(c1ccccc1)S(=O)(=O)c1cccc(C(=O)NCC(c2cccs2)N2CCOCC2)c1 (stereo unspecified)
  12, 3, -2, 2, 4, -11, -1.7, 5, -5

Among those listed so far, 3 have a furan ring, fused or not:
Order of values – CRFBP-R2 block, M4 PAM, CHRM5 agonist, IDE inh, M5 antag, CHRM4 antagonist, CRFBP-R2 agonist, M4 ag, CHRM5 PAM
> Cc1cc(C(=O)COC(=O)CCC(=O)c2ccc3c(c2)OCCO3)c(C)n1Cc1ccco1
  1, 7, -6, 3, 5, -3, -0.1, 3, 3
> CC(C)C(NC(=O)c1ccccc1F)C(=O)NCC(c1ccco1)N1CCCCC1 (stereo unspecified)
  -10, -2, -9, 1, 5, -9, -2.0, 0, -3
> CCc1nc(N2CCCCC2)c2oc3ccccc3c2n1
  -8, 5, -6, 2, -5, -7, 0.1, -4, 0

Going on with the list:
Order of values – CRFBP-R2 block, M4 PAM, CHRM5 agonist, IDE inh, M5 antag, CHRM4 antagonist, CRFBP-R2 agonist, M4 ag, CHRM5 PAM
> COc1ccc(Nc2nc(C)nc3c2nnn3Cc2ccccc2)cc1OC
  7, 6, 3, -1, 11, -9, -1.8, 7, -13
> COc1cc(OC)cc(-c2c(-c3ccc(F)cc3)c3cc(-c4cnc(OC)nc4)ccc3n2C)c1
  3, 10, 1, 3, 6, 7, -0.1, 2, -3
> Cc1ccccc1OCC(O)CN(Cc1ccccc1O)C1CCCCC1 (stereo unspecified)
  -23, -5, -4, -8, 9, -11, -1.5, 20, -16
> CCCNC(=O)C(Cc1cccc(C#N)c1)NC(=O)c1ccc(C#N)cc1 (stereo unspecified)
  6, -2, -1, -6, 6, 14, -2.0, 0, -4
> O=C(CSc1nc2ccsc2c(=O)n1Cc1ccccc1)NCc1ccco1
  -4, -1, 2, 6, 7, 3, -2.1, 8, -11
> N#CCN(N=Nc1ccccc1)c1ccccc1
  3, 0, -4, 10, 2, -1, 0.2, 0, 2
> COc1ccc(C(=O)NCCNc2nc3cc(C)cc(C)c3cc2C#N)nc1
  ., 0, -1, ., 4, -5, ., 0, 2
> Cc1ccc(NNC(=O)c2c(F)cccc2Cl)cc1Cl
  -2, -8, -3, -1, -13, 5, 0.5, 4, 3
> CCOP(=O)(OCC)c1nc(/C=C/c2ccccc2)oc1NCc1ccc(OC)cc1
  25, 3, -5, 1, 4, 2, -3.0, 3, -9
> Cc1cc2cc(CNC(=S)Nc3ccc(OC(F)(F)F)cc3)ccc2[nH]1
  -1, 13, 1, 3, 0, -15, -0.9, 1, -7
> O=C(CSc1nnc2scc(-c3ccccc3)n12)NCc1ccco1
  11, 11, -1, 4, 5, -5, 2.1, 0, 6
> CS(=O)(=O)c1ccc(Cl)c(NC(=O)COC(=O)CCc2c[nH]c3ccccc23)c1
  -9, -5, 6, 8, 11, 1, -0.3, 18, -17
> CCCN=C1N(CC)C[C@@H]2[C@@H]3C(=O)N(C)C(=O)[C@@H]3[C@](C)(C(=O)OC)N12
  1, 10, 0, ., -2, -3, 2.7, -1, 1
> CCOC(=O)C1CCCN(C(=O)c2cccc(S(=O)(=O)N(C)c3ccc(OC)cc3)c2)C1 (stereo unspecified)
  1, -10, 0, ., -7, -8, -0.5, 5, 0
> COC(=O)c1nn(-c2ccccc2)c2nnc(Cc3ccc(C)cc3)c(=O)n12
  4, -5, 1, 3, 2, -7, 0.7, 3, -8
> Cc1ccc(C(=O)OCC(=O)NC2CCCCCCC2)cc1C
  -13, 3, -1, ., -1, 0, 0.2, 0, 0
> COc1ccc(COc2ccccc2C(N)=O)cc1F
  8, -3, -4, 3, 8, 1, -1.3, 2, -8
> Cc1ccc(CSc2nnc(-c3ccc(S(=O)(=O)N4CCCC4)cc3)o2)cc1
  -6, 0, -1, 5, -6, 7, 3.4, 0, 1
> O=C(NCCN1CCOCC1)c1cc(-c2cccs2)nc2ccccc12
  11, -6, 1, 8, -2, -13, -1.3, 17, -5
> CSc1ccc(C(=O)C2CCCN(C(=O)Cn3cnnn3)C2)cc1 (stereo unspecified)
  -5, 2, -3, 1, 2, -3, 0.4, 1, -3
> CCOC(=O)C1=C(COC(=O)c2ccc(Cl)nc2)NC(=O)NC1C (stereo unspecified)
  0, 4, 3, ., 4, -13, -0.7, 3, 2
> COc1cc([C@@H]2OC[C@@H]3[C@H]2CO[C@@H]3c2ccc3c(c2)OCO3)ccc1O
  -4, 15, 1, 0, 8, -5, -3.4, 2, -1
> O=C(NNC(=O)c1ccc2ccccc2c1O)c1ccccc1Cl
  -3, 17, -1, 6, 7, 6, -1.6, 2, 2
> CC(C)[C@H](NC(=O)OC(C)(C)C)C(=O)N/N=C/c1ccc2nccnc2c1
  92*, -6, 4, 6, 4, 5, 2.6, 1, 8
> COc1ccc(Nc2nccc(-c3cccc(N)c3)n2)cc1
  -32, 0, -3, -1, 3, -1, -2.9, 5, -2
> O=C(Nc1nccs1)c1sc2ccccc2c1Cl
  -34, 18, 1, -6, -4, -11, 1.6, 5, 0
> NC(=O)COC(=O)c1cccc(S(=O)(=O)N2CCN(c3ccc(F)cc3)CC2)c1
  -12, 0, 4, 6, 3, -4, -2.1, 3, -6
> Cc1cc(/C=N/NC(=O)c2cccs2)c(C)n1-c1cnccn1
  -5, -4, -3, 0, 10, 5, 0.0, 1, -6
